TNFa cytotox: cytotoxicity in TNFa-stimulated HUVEC, primary screen, cytotoxicity control for VCAM1 expression modulator project, imaging, Hoechst nuclei count; HUVEC TNFalpha-stimulated, Hoechst cell count; cell count reduction, % at 2 µM; actives 0.17% (n = 93,000); AID 848, 2007;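 active = cell count reduction exceeding the screen mean by over 5 SD, scaled to untreated wells per plate, cut at about 78% in these data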;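 note: cells counted after 24 h of TNF alpha exposure following the 1 h pretreatment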
HUVEC tox IL1B: cytotoxicity in IL-1B stimulated HUVEC, primary screen, cytotoxicity control for IL-1B NFkB translocation project, imaging, Hoechst nuclear count, IL-1B stimulus; HUVEC cell count loss; cell count reduction, % at 2 µM; actives 0.41% (n = 94,000); AID 845, 2007;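 active = cell count reduction more than 3 SD above the screen-wide mean, cut at about 70% in these data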;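 note: normalized per plate to untreated control cells as the no-loss baseline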
Smad3 FoxH1 inh: Smad3/FoxH1 peptide binding inhibitors, primary screen, biochemical, TR-FRET | Mothers against decapentaplegic homolog 3 (Homo sapiens), P84022 | TR-FRET Smad3/Dy647-FoxH1 peptide binding, europium anti-His | inhibition, % at 25 µM | actives 0.29% (n = 88,000);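 active = compounds that reduce the energy-transfer binding signal between the protein and its labelled peptide by more than half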;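 note: 0% = Smad3 plus labelled peptide maximal FRET and 100% = peptide-only background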
Target sequence (P84022 whole entry, looked up): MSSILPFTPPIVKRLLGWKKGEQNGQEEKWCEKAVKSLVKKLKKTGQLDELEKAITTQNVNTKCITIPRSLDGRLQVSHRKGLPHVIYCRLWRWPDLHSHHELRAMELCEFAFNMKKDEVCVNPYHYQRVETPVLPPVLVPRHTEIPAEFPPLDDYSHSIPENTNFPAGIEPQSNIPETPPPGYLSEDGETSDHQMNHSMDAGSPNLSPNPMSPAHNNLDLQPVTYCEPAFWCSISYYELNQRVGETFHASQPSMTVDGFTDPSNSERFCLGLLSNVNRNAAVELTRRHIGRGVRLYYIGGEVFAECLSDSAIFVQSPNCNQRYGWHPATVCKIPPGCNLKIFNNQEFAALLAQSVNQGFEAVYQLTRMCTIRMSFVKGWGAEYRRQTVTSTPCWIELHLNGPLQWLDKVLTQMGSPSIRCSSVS
F-actin modifier: modifiers of F-actin cytoskeleton organization, primary screen, imaging, HUVEC, phalloidin staining, high-content imaging | HUVEC TNFa F-actin phalloidin imaging | inhibition, % at 2 µM | actives 0.18% (n = 91,000) | AID 836, 2007;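 active = inhibition above the batch mean plus 3 SD and confirmed as a hit by visual image inspection, cut at about 30% in these data, passing the limit was not always enough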; note: strong numbers were not always called active
VCAM1 TNFa inh: inhibitors of TNFa-induced VCAM1 expression, primary screen, imaging, HUVEC, TNFa stimulus, immunofluorescence. HUVEC TNFa-induced VCAM-1 immunofluorescence, high-content imaging. inhibition, % at 2 µM. actives 0.48% (n = 95,000). AID 802, 2007;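 active = inhibition above the batch mean plus 3 SD, with images confirmed as a hit by eye, cut at about 37% in these data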;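 note: 0% = TNF-stimulated DMSO wells and 100% = unstimulated control wells; not every result past the cut was called active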
ERb coact inh: inhibitors of ERβ-SRC1 coactivator interaction, primary screen, biochemical, TR-FRET, ERβ LBD, SRC-1 peptide; Estrogen receptor beta (Homo sapiens), Q92731; TR-FRET ER-beta LBD / SRC1-Cy5 peptide binding; receptor agonist-loaded with 1 µM estradiol; inhibition, % at 25.6 µM; actives 1.3% (n = 86,000); AID 633, 2007;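 active = compounds whose percent inhibition of the receptor-coactivator binding signal exceeds about 50% in the single-dose screen, limit read from the data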;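 note: 0% = receptor plus peptide wells without compound and 100% = peptide-only wells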
Target sequence (Q92731 whole entry, looked up, the tested form may be a part): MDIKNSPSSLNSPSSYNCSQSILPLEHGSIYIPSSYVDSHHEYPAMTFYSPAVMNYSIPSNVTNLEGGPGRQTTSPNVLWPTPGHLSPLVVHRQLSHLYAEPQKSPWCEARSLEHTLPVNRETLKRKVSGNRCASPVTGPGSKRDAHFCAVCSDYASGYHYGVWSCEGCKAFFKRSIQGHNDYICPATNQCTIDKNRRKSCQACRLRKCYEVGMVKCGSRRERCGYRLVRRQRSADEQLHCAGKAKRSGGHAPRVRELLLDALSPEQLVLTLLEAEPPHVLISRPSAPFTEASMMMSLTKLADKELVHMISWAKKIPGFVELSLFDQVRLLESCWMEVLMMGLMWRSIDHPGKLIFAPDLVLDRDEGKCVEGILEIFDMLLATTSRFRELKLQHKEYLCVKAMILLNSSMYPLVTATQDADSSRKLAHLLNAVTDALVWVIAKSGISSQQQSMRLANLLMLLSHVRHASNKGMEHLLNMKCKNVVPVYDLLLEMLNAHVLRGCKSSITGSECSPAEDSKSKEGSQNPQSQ
sEH inhibitor: soluble epoxide hydrolase inhibitors, primary screen, biochemical, human sEH; Bifunctional epoxide hydrolase 2 (Homo sapiens), P34913; inhibition, % at 2 µM; recombinant human sEH enzymatic activity assay; AID 707, 2007; actives 0.34% (n = 91,000); in the data active = inhibition above about 80%; note: values of inactives mirror those of a sister screen read the other way; many of its hits are not listed in these tables
sEH act: soluble epoxide hydrolase activators, primary screen, biochemical, human sEH | Bifunctional epoxide hydrolase 2 (Homo sapiens), P34913 | purified human sEH enzymatic activity, activator screen | activation, % at 2 µM | actives 0.04% (n = 91,000) | AID 717, 2007; in the data active = activation above about 37%; note: values of inactives mirror those of a sister screen read the other way
Candida biofilm: clotrimazole potentiators killing Candida biofilms, primary screen, with clotrimazole, Alamar Blue; C. albicans biofilm + clotrimazole; inhibition, % at 6 µM; actives 0.14% (n = 85,000); AID 834, 2007;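 active = inhibition above 20%; inactive = inhibition below 20%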;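 note: preformed 24 hr biofilms exposed to compound for 48 hr; 0% = biofilm without compound and 100% = blank killed by clotrimazole plus chlorhexidine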
* = called active by the depositor; · = not tested or not shown; [ ] = remark or other dose.

SMILES,TNFa cytotox,HUVEC tox IL1B,Smad3 FoxH1 inh,F-actin modifier,VCAM1 TNFa inh,ERb coact inh,sEH inhibitor,sEH act,Candida biofilm
O=C(c1cccs1)N1CCN(S(=O)(=O)c2ccccc2)CC1,-40,22,-13,·,16,-3,-3,1,0
COc1ccc(S(=O)(=O)N(Cc2nc3ccccc3c(=O)[nH]2)C2CCCC2)cc1,-20,-17,1[fluorescence artefact?],29,-28,2,2,-1,7
Cc1nc2ccccc2c(=O)n1NCc1cc(Br)cs1,-21,20,-1,23,-3,-2,·,·,-1
CN(C)c1nc(C#N)nc(N2CCOCC2)n1,-2,-8,-1,14,10,-8,-11,14,8
COc1ccc(NC(=O)CC2C(=O)N(c3cccc(C)c3)C(=O)N2C2CCCCC2)cc1 (stereo unspecified),0,0,2,-12,-3,-5,14,-12,6
CC(C)C1N=C2c3ccccc3N=C(SCc3cc(=O)n4cc(Cl)ccc4n3)N2C1=O (stereo unspecified),-26,-8,8,24,12,2[fluorescence artefact?],10,-10,3
Cc1cc(NC(=O)NC2(C(F)(F)F)Oc3ccc(Cl)cc3O2)no1 (stereo unspecified),11,18,·,2,-7,·,-4,5,·
O=C(CN1C(=O)c2ccccc2S1(=O)=O)Nc1ccccc1C(=O)NCc1ccco1,-28,-15,·,-1,6,·,6,-3,·
CC(C)OC(=O)C1=C2SCC(=O)N2C(N)=C(C#N)C1,-13,-3,-2,1,3,-3,-5,4,5
CC1(C)Cc2c(ccc3ccccc23)/C(=C/C#N)N1,-28,-45,·,-3,-23,·,-8,6,·
CC(C)(CN=C1NS(=O)(=O)c2ccccc21)CNC(=O)CN1C(=O)c2ccccc2C1=O,2,27,-3,0,-8,7,-9,6,2
O=C1CCCCCN1CSc1nc2ccccc2s1,-8,-17,13[fluorescence artefact?],-4,11,-4,-2,-2,2
Cc1oc2c(CN3CCCC3)c(O)ccc2c(=O)c1-c1ccccc1,-17,-21,6,5,1,-2,5,-5,3
O=C(Oc1ccccc1)c1ccccc1OS(=O)(=O)c1ccccc1,-12,-10,·,-4,-5,·,10,-10,·
O=P(OC1CCCCC1)(OC1CCCCC1)C(O)c1ccc(Cl)cc1Cl (stereo unspecified),-12,4,5,0,12,1,4,-2,7
O=S1(=O)C=C(SCCN2CCCC2)c2ccccc21,-6,6,17[fluorescence artefact?],-6,-4,-7,-8,5,5
CCN(CC)CCN1C(=O)C(=O)/C(=C(/O)c2cnn(-c3ccccc3)c2C)C1c1ccc(C)o1 (stereo unspecified),8,1,8,-15,-10,-6,-10,9,10
CCOc1ccc(C(=O)Nc2ccc(NC(=O)c3ccco3)c(Cl)c2)cc1Cl,-1,-22,-20,-10,5,48,18,-17,-2
Cc1ccc(SC(CC(=O)c2ccc(C)cc2)C(=O)O)cc1 (stereo unspecified),11,-2,·,-11,21,·,-14,12,·
O=C(CSc1nnc(-c2ccccc2)c(-c2ccccc2)n1)N1CCOCC1,-12,1,-2,5,2,0,-15,17,9
O=C(Nc1ccc(F)cc1)NC1CCN(Cc2nnnn2Cc2ccco2)CC1,-16,1,-10,-7,-1,11[fluorescence artefact?],75,-76,2
O=S(=O)(Nc1ccc2c(c1)OCO2)c1ccccc1,-24,12,-6,·,-7,-7,7,-10,6
COc1ccccc1C(=O)NCC(c1cccnc1)N(C)C (stereo unspecified),-3,12,-9,5,-4,8,-9,9,5
O=C(C1CC1)N1CCN=C1SCc1ccccc1Cl,-10,12,2,-4,-8,-8,2,-3,-2
COc1ccc(-c2c(C)nn(Cc3ccccc3)c2N)cc1,-14,-5,-3,-12,16,0[fluorescence artefact?],-5,6,2
COc1ccc(OC)c(C(O)c2coc3ccc(O)c(CN(C)C)c23)c1 (stereo unspecified),-36,-38,1,6,4,2[fluorescence artefact?],-2,4,3
Cc1cccc(C)c1N1C(=O)C2ON(c3ccccc3)C(c3ccncc3)C2C1=O (stereo unspecified),-26,-31,0,19,-8,2,·,·,2
O=C(NC(NC(=O)c1ccccc1)c1ccccc1)c1ccccc1,1,-12,20[fluorescence artefact?],3,18,0,4,-5,3
CC(C)NC(=O)c1onc(CSc2cccc(F)c2)c1C(=O)O,0,23,·,-26,1,·,-2,8,·
C=CCNC(=O)CN(c1ccc(F)c(Cl)c1)S(C)(=O)=O,-6,5,-1,-1,12,-6,-18,17,7
Cc1ccc(CSc2nnc(CS(=O)Cc3ccc(Cl)cc3Cl)n2C)cc1 (stereo unspecified),-14,26,·,15,18,·,4,-2,·
Cc1ccc(-n2c(Cc3cccn3C)nnc2SCC(=O)NCc2ccco2)cc1,-3,-14,8,·,-11,4[fluorescence artefact?],17,-16,-2
O=C(NCCN1CCN(c2ccccc2)CC1)C1CCN(S(=O)(=O)N2CCOCC2)CC1,-34,-57,-2,·,2,-8[fluorescence artefact?],3,-1,11
C=CCOC(=O)C1=C(C)Nc2ncnn2C1c1cc(Br)ccc1F (stereo unspecified),-24,-10,4[fluorescence artefact?],-6,-13,-22,·,·,8
O=C(O)c1cc(=O)cc(C(=O)O)[nH]1,3,-18,-7,8,10,-10,-2,7,4
COc1cc(/C=N/n2cnnc2)ccc1OCc1ccc(C)cc1,-16,12,8,·,2,5,4,-8,4
Cn1ccnc1SCC(=O)NC12CC3CC(CC(C3)C1)C2,-8,-1,-4,29,-5,0,1,-2,-4
O=C(Nc1nc2ccccc2n1CCOc1ccccc1)c1ccco1,-1,12,1,2,4,-5,·,·,6
O=C(COc1ccc(S(=O)(=O)NC2CCCCC2)cc1Cl)N1CCN(c2ccccc2)CC1,-1,-4,7,·,-16,-11,-4,3,5
COc1ccc(CCn2c(=N)c(C(=O)NCc3ccco3)cc3c(=O)n4cccc(C)c4nc32)cc1,-12,-30,10,-24,18,48,-10,8,8

Three of the entries above in order of their number in sEH act, largest number first:
smiles | sEH act
O=C(NCCN1CCN(c2ccccc2)CC1)C1CCN(S(=O)(=O)N2CCOCC2)CC1 | -1
Cn1ccnc1SCC(=O)NC12CC3CC(CC(C3)C1)C2 | -2
COc1cc(/C=N/n2cnnc2)ccc1OCc1ccc(C)cc1 | -8

(more compounds)
SMILES,TNFa cytotox,HUVEC tox IL1B,Smad3 FoxH1 inh,F-actin modifier,VCAM1 TNFa inh,ERb coact inh,sEH inhibitor,sEH act,Candida biofilm
CCOc1ccc(C(CCc2ccccc2)NC(=O)c2ccccc2)cc1OCC (stereo unspecified),-8,0,·,-17,-1,·,8,-8,·
Cc1cc(C)c(S(=O)(=O)N(CC(=O)O)CC(=O)O)c(C)c1,4,2,2,13,1,1,3,-2,0
Cc1ccc(S(=O)(=O)/N=S(/C)c2ccccc2)cc1 (stereo unspecified),-5,-12,·,-2,9,·,0,1,·
C=CCn1c(Br)nc2c1c(=O)[nH]c(=O)n2C,-8,-6,-1,10,-16,5,2,-4,8
Cn1c(=O)c2c(nc(CN3CCOCC3)n2Cc2ccccc2)n(C)c1=O,-20,-3,-3,8,11,-6,-8,10,-2
c1ccc(Cn2nnc3c(NCC4CCCO4)ncnc32)cc1 (stereo unspecified),-29,-44,1,22,-26,-6,-7,9,1
CCCc1cc(N2CCCC(C(=O)Nc3cc(Cl)ccc3OC)C2)n2ncnc2n1 (stereo unspecified),-41,-7,-1,17,7,0,15,-10,·
O=C(Cn1cc2c(n1)CCCC2)NCCc1ccccc1,3,-18,0,10,-5,-10,2,-2,0
O=C(O)CC1S/C(=N/N=C/c2ccc(-c3ccc(Cl)cc3[N+](=O)[O-])o2)NC1=O (stereo unspecified),-5,-9,13,-11,4,9,17,-16,2
COc1cc(-c2nc3cnccc3n2C)cc(OC)c1OC,-30,5,1,50,6,-12,·,·,-7
COc1ccc(OCCOC(=O)Nc2ccccc2)cc1,-14,-11,-4,-13,11,3,10,-12,9
CCOc1cc(CNCc2cccs2)cc(Br)c1OC,1,-56,·,-16,6,·,3,-3,·
COCCn1c(-c2ccc(OC)cc2)cnc1SCC(=O)Nc1cccc2ccccc12,-9,-14,·,-15,4,·,-2,0,·
CC(=O)Nc1sc2c(c1C(c1cccs1)N1CCOCC1)CCCC2 (stereo unspecified),-17,-15,3,5,3,-5,11,-13,5
CC(=O)Nc1ccc(NC(=S)Nc2ccccc2)cc1,-36,10,·,57,3,·,-8,12,·
CCOC(=O)C1CCC2(CC1)C(C#N)=C(N)Oc1n[nH]c(C)c12 (stereo unspecified),-39,-24,-6,18,-6,-10,-3,6,2
O=C(N/N=C/C=C/c1ccccc1)C(O)c1ccccc1 (stereo unspecified),-21,15,·,15,8,·,5,-2,·
Nc1nc(SCc2ccccc2)[nH]c(=O)c1-c1ccccc1,8,6,4,3,-10,-3,·,·,3
Cc1cc(C)c(S(=O)(=O)N2CCN(CCO)CC2)c(C)c1,-70,-4,-3,15,18,3,7,-8,7
COC(=O)C(CC(C)C)NC(=O)CSc1nc(-c2ccccc2)c(C#N)c(=O)[nH]1 (stereo unspecified),-9,-12,2[fluorescence artefact?],4,13,8[fluorescence artefact?],-3,2,7
CCn1c(Cc2ccccc2)nnc1SCC(=O)NC(C)(C)C,-24,-38,2,-7,-17,-7,-4,4,3
CCOC(=O)c1csc(NC(=O)c2ccc(S(=O)(=O)N(C)C)cc2)n1,22,-9,-9,7,10,-1,·,·,-9
O=C(C1CCCN1S(=O)(=O)c1ccc(Cl)c(Cl)c1)N1CCOCC1 (stereo unspecified),-22,5,1,-46,14,-13,1,-1,2
COc1ccc(N2C(=O)CCC2(C#N)c2ccc(Br)cc2)cc1 (stereo unspecified),-9,-2,-16,-12,9,1,-23,20,1
O=C(NCCN1CCOCC1)NC1(C(F)(F)F)Oc2ccccc2O1,-26,25,2,8,17,2[fluorescence artefact?],14,-14,4
O=C(O)c1ccc(CN(c2ccccn2)S(=O)(=O)c2ccccc2)cc1,-12,·,4,6,6,-4[fluorescence artefact?],·,·,7
Cc1ccc(-c2cc(C(=O)O)n[nH]2)o1,18,-14,6,-24,-10,1,-10,11,4
Cc1ccc(C)c(NC(=O)CSc2nnc(CCNC(=O)OC(C)(C)C)o2)c1,1,12,-9,4,19,-7,-3,3,4
CCOc1ccc(OCC)c(NC(=O)CCn2cccc2)c1,-22,-31,14,34,15,-1,-11,10,1
CCOC(=O)c1nn(-c2ccccc2F)c(C)c1C(C)=O,-15,-6,·,·,5,·,2,-5,·
CCOC(=O)CCCCC(=O)NC(CO)C(=O)NC (stereo unspecified),-15,15,-9,13,9,-9,10,-9,8

High-throughput results (PubChem BioAssay)

Not all compounds are listed, so the mix of outcomes need not match the whole.
